Salmonella PhoP GFP: PhoP regulon inhibitors, Salmonella typhi PhoP promoter GFP reporter, confirmatory (AID 1850). inhibition, % at 50 µM, or IC50 in µM where a hit was titrated. Salmonella Typhi PhoP-promoter GFP reporter, fluorescence, 4 h; higher % means a stronger effect. actives 0.33% (n = 310,000); in the data active = a potency from the dose series;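 also: 0% = induced wells with vehicle and 100% = uninduced wells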
H1N1 NS1A inhibition: H1N1 influenza NS1A inhibitors, functional cell based assay (AID 504329); NS1A functional cell-based assay, percent inhibition; higher % means a stronger effect; inhibition, % at 12.5 µM, or IC50 in µM where a hit was titrated; actives 0.3% (n = 340,000); in the data active = a potency from the dose series; also: strong numbers were not always called active
M. tuberculosis HTS: M. tuberculosis growth inhibition, HTS (AID 449762); inhibition, % at 25 µM, or IC50 in µM where a hit was titrated; actives 0.59% (n = 330,000); M. tuberculosis H37Rv growth inhibition, 7H9 media; higher % means a stronger effect; in the data active = a potency from the dose series;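 also: bacterial growth assessed after seven days of incubation; strong numbers were not always called active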
inhibitors of VEEV: inhibitors of VEEV TC-83 cytopathic effect, confirmation, Vero cells (AID 588727). inhibition, % at 20 µM, or IC50 in µM where a hit was titrated. Vero cells, VEEV TC-83 cytopathic effect inhibition; higher % means a stronger effect. actives 0.13% (n = 350,000); in the data active = a potency from the dose series; also: strong numbers were not always called active
M. tuberculosis: growth inhibition of non-replicating M. tuberculosis (AID 488890). actives 0.39% (n = 320,000). inhibition, % at 25 µM, or IC50 in µM where a hit was titrated. Mycobacterium tuberculosis non-replicating, growth inhibition; higher % means a stronger effect; in the data active = a potency from the dose series;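 also: plate controls were DMSO cells for no effect and high antibiotic wells for full effect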
inhibitors of VEEV 10K pilot screen: further read-out of inhibitors of VEEV, marked with its call; inhibition, %; measured here: 10K pilot screen inhibition
* = called active by the depositor; i = inactive; . = no result given.

A first look, 15 compounds:
SMILES | Salmonella PhoP GFP | H1N1 NS1A inhibition | M. tuberculosis HTS | inhibitors of VEEV | M. tuberculosis | others
O=C1NCCN(Cc2ccc(F)cc2)C1CC(=O)N1CC=C(c2ccccc2)CC1 (stereo not drawn) | 1.1% | 7.2% | -6.4% | 1.1% | 2.1%
COc1ccc(OC)c(NC(=O)c2ccc(OC3CSC3)cc2)c1 | 9.9% | 8.9% | 5.5% | 0.8% | 14.6%
COc1ccc(N2CC2c2ccncc2)cc1 (stereo not drawn) | 8.1% | 1.9% | -4.5% | i | 10.5%
O=c1c2cn(Cc3ccccc3)c3ccccc3c-2nn1Cc1ccc(F)cc1Cl | . | 0.1% | . | 0.5% | .
COC(=O)NNC(=O)c1ccc(C)cc1 | 8.5% | -22.9% | -1.0% | i | -1.3%
COc1ccccc1N1CCN(C2CCCN(C(=O)CCc3cnccn3)C2)CC1 (stereo not drawn) | -6.0% | 4.7% | -9.6% | 2.4% | -15.2%
Cc1ccc(NC2=NCC(=O)N2Cc2ccccc2)c(C)c1 | 5.7% | -4.6% | -0.5% | 1.1% | 12.9%
C=CCN1C(=O)c2ccc(C(=O)OCC(=O)N(CC)C3CCS(=O)(=O)C3)cc2C1=O (stereo not drawn) | . | 2.4% | -5.9% | 2.2% | -9.8%
COc1ccccc1NC(=O)C1CCN(S(=O)(=O)c2cccs2)CC1 | . | -1.9% | -13.3% | 1.9% | -10.2%
COc1ccc(C=Nc2cccc3ncccc23)cc1 | 2.0% | 3.8% | 2.8% | i | -2.9%
COc1cc(C2Nc3ccc4ncccc4c3C3=C2C(=O)CC(C)(C)C3)cc(OC)c1O (stereo not drawn) | -1.3% | 6.6% | -2.7% | 0.3% | 4.4%
Cc1cc([N+](=O)[O-])ccc1NCc1ccc2c(c1)OCCO2 | 2.7% | -1.1% | 9.7% | i | 58.4%
CCC1CCCCN1CCCNC(=O)C1CCC(CNS(=O)(=O)c2c(C)cc(C)cc2C)CC1 (stereo not drawn) | -17.8% | -4.6% | -0.9% | i | 49.7%
Cc1ccc(Cl)c2c1=NC(=O)C=2c1[nH]c(=S)[nH]c1O | -3.3% | 4.1% | -1.6% | 1.5% | -1.4%
Fc1ccccc1-c1cc2ccccc2cn1 | . | -4.8% | 5.2% | 0.6% | 45.8%

The list itself, from the start:
SMILES | Salmonella PhoP GFP | H1N1 NS1A inhibition | M. tuberculosis HTS | inhibitors of VEEV | M. tuberculosis | others
O=C1NCCN(Cc2ccc(F)cc2)C1CC(=O)N1CC=C(c2ccccc2)CC1 (stereo not drawn) | 1.1% | 7.2% | -6.4% | 1.1% | 2.1%
COc1ccc(OC)c(NC(=O)c2ccc(OC3CSC3)cc2)c1 | 9.9% | 8.9% | 5.5% | 0.8% | 14.6%
COc1ccc(N2CC2c2ccncc2)cc1 (stereo not drawn) | 8.1% | 1.9% | -4.5% | i | 10.5%
O=c1c2cn(Cc3ccccc3)c3ccccc3c-2nn1Cc1ccc(F)cc1Cl | . | 0.1% | . | 0.5% | .
COC(=O)NNC(=O)c1ccc(C)cc1 | 8.5% | -22.9% | -1.0% | i | -1.3%
COc1ccccc1N1CCN(C2CCCN(C(=O)CCc3cnccn3)C2)CC1 (stereo not drawn) | -6.0% | 4.7% | -9.6% | 2.4% | -15.2%
Cc1ccc(NC2=NCC(=O)N2Cc2ccccc2)c(C)c1 | 5.7% | -4.6% | -0.5% | 1.1% | 12.9%
C=CCN1C(=O)c2ccc(C(=O)OCC(=O)N(CC)C3CCS(=O)(=O)C3)cc2C1=O (stereo not drawn) | . | 2.4% | -5.9% | 2.2% | -9.8%
COc1ccccc1NC(=O)C1CCN(S(=O)(=O)c2cccs2)CC1 | . | -1.9% | -13.3% | 1.9% | -10.2%
COc1ccc(C=Nc2cccc3ncccc23)cc1 | 2.0% | 3.8% | 2.8% | i | -2.9%
COc1cc(C2Nc3ccc4ncccc4c3C3=C2C(=O)CC(C)(C)C3)cc(OC)c1O (stereo not drawn) | -1.3% | 6.6% | -2.7% | 0.3% | 4.4%
Cc1cc([N+](=O)[O-])ccc1NCc1ccc2c(c1)OCCO2 | 2.7% | -1.1% | 9.7% | i | 58.4%
CCC1CCCCN1CCCNC(=O)C1CCC(CNS(=O)(=O)c2c(C)cc(C)cc2C)CC1 (stereo not drawn) | -17.8% | -4.6% | -0.9% | i | 49.7%
Cc1ccc(Cl)c2c1=NC(=O)C=2c1[nH]c(=S)[nH]c1O | -3.3% | 4.1% | -1.6% | 1.5% | -1.4%
Fc1ccccc1-c1cc2ccccc2cn1 | . | -4.8% | 5.2% | 0.6% | 45.8%
O=C(CCSCc1ccccc1F)NCCc1ccccc1 | -1.3% | 8.5% | -2.6% | 0.8% | 27.9%
N#Cc1c(N)n(CCOC(=O)c2cccc([N+](=O)[O-])c2)c2nc3ccccc3nc12 | -8.0% | 8.8% | -5.0% | 0.6% | -7.0%
Cc1ccc(OCCNS(=O)(=O)c2cccs2)cc1 | 7.0% | 0.2% | 2.8% | 2.5% | 3.0%
CN(C)CCn1c(=S)[nH]c2ccc(Cl)cc2c1=O | 8.0% | 3.1% | -12.6% | 3.5% | 39.7%
COc1ccc(CC(=O)Nc2ccc(-c3nnc(-c4ccc(C)cc4)o3)cc2)cc1 | -0.2% | 0.4% | 4.0% | 1.4% | 6.8%
COc1ccc(C(=O)Nc2cccc(C)c2)cc1S(=O)(=O)N1CCOCC1 | -9.1% | -10.2% | -3.1% | 1.6% | 8.7%
c1ccc(Cn2nnnc2CN2CCCC2)cc1 | -6.6% | -3.4% | -0.4% | i | -3.0%
Cc1cc(C)c(S(=O)(=O)N2CCCC(C(=O)NCc3ccccn3)C2)c(C)c1 (stereo not drawn) | 8.3% | -3.6% | -6.3% | i | 4.9%
O=c1cc(S(=O)(=O)Cc2ccccc2)[nH]c(=O)[nH]1 | . | 4.9% | . | 2.1% | .
Cn1c(CCC(N)=O)nnc1SCC(=O)Nc1ccccc1C(=O)NC1CC1 | . | -5.3% | -12.5% | 1.1% | -9.9%

The results go on:
SMILES | Salmonella PhoP GFP | H1N1 NS1A inhibition | M. tuberculosis HTS | inhibitors of VEEV | M. tuberculosis | others
COCCCn1c(=O)c2sccc2n2c(CCCC(=O)N3CCN(c4ccccn4)CC3)nnc12 | 0.6% | -4.0% | -1.4% | 0.6% | -2.0%
Cc1ccc(-c2nnc(Nc3ccc(C(=O)N(C)C)cc3)c3ccccc23)cc1S(N)(=O)=O | -6.9% | -2.4% | 6.6% | 2.4% | -8.3%
CCOc1ccccc1N1CCN(C(=O)c2ccc(OCC(=O)N3CCOCC3)c(OC)c2)CC1 | -8.9% | -8.0% | -21.3% | 2.5% | -11.7%
CCCCP(=O)(CCCC)Cc1ccccc1 | -29.8% | -5.8% | -7.0% | i | -7.4%
Cc1ccccc1NC(=O)C1CCCN(S(=O)(=O)c2cccc3cccnc23)C1 (stereo not drawn) | -9.4% | 1.0% | -10.4% | 8.4% | -2.2%
COc1ccccc1N1CCN(C(=S)Nc2ccccc2)CC1 | -3.7% | -6.5% | -4.5% | 1.3% | -6.8%
CCN(C[C@H]1N[C@@](CC)(C(=O)OC)[C@H]2C(=O)N(Cc3ccccc3)C(=O)[C@@H]12)C(=O)COC | . | 14.2% | -2.0% | 0.3% | -6.1%
O=C(NC1=NCCS1)C1CCN(S(=O)(=O)c2ccc(Cl)cc2)CC1 | . | -2.8% | 3.8% | 0.9% | 31.4%
CCN1CCc2c(sc(NC(=O)c3ccc(C(=O)c4ccccc4)cc3)c2C(N)=O)C1 | -2.1% | -1.6% | -0.2% | 6.0% | 55.6%
COc1ccccc1-n1c(-c2cccnc2)n[nH]c1=S | -4.5% | 1.1% | -8.9% | 0.2% | 10.4%
CC(=O)c1ccc(OCCCC(=O)Nc2ccc(Cl)c(S(=O)(=O)N3CCOCC3)c2)cc1 | . | -3.0% | . | i | .
COc1cc(O)c(C(C)=O)c(OC)c1 | . | -5.8% | . | 0.9% | .
Cc1cccc(S(=O)(=O)N/N=c2\sc3ccccc3n2C)c1 | -0.7% | -11.8% | 0.1% | 0.1% | -5.3%
COc1ccccc1Cn1cccc1C=O | 4.3% | -11.6% | -1.1% | 0.4% | -5.8%
COc1ccc(NS(=O)(=O)c2ccc(NC(=S)NCC3CCCO3)cc2)cc1 (stereo not drawn) | -6.9% | -2.9% | 3.5% | 4.0% | 41.6%
COCCCn1c(SCC(=O)Nc2ccc(C(=O)OC)cc2)nc2ccccc2c1=O | -13.4% | -0.2% | -3.6% | 2.0% | 10.6%
O=[N+]([O-])c1ccc2c(c1)C(O)n1nc(-c3ccccc3)nc1S2 (stereo not drawn) | 2.2% | -9.9% | -8.4% | 1.3% | -6.5%
CCOc1ccc(OCC)c(S(=O)(=O)n2ccnc2C)c1 | -0.2% | -2.1% | 10.7% | i | -1.8%
COC(=O)c1c(NC(=O)CSc2n[nH]c(N)n2)sc(C)c1C | -5.6% | -1.3% | -7.8% | 1.5% | -10.7%
O=c1c2ccccc2nnn1CSc1ccccc1F | 0.3% | -8.9% | -0.9% | 0.5% | 10.3%
Cc1ccc(CC2(O)CC(C)N(C)CC2C)c(C)c1 (stereo not drawn) | 7.1% | -7.1% | -10.5% | 0.1% | 18.7%
CC(=O)Nc1ccc(C(=O)NCC(=O)OCc2c(F)cccc2Cl)cc1 | -4.0% | -2.9% | 1.3% | 0.1% | -5.8%
O=C(/C(=C/O)N=Nc1ccccc1)c1cccs1 | 1.8% | 0.0% | 38.5% | 2.8% | 29.9%
O=C(COC(=O)c1ccccc1O)NC(=O)NCc1ccccc1 | . | -5.4% | . | 1.0% | .
CCN1C(=O)C(CC(=O)Nc2c(C)cccc2C)SC1=Nc1ccc(S(N)(=O)=O)cc1 (stereo not drawn) | 8.4% | -2.5% | 1.7% | 0.3% | 10.8%

(next part)
SMILES | Salmonella PhoP GFP | H1N1 NS1A inhibition | M. tuberculosis HTS | inhibitors of VEEV | M. tuberculosis | others
CC(C)C(NS(=O)(=O)c1cccs1)C(=O)NCc1ccc2c(c1)OCO2 (stereo not drawn) | 12.0% | 0.4% | 0.0% | 1.6% | .
Cc1cccc(CN2CCC(CNC(=O)Nc3ccccc3F)CC2)c1 | . | -21.5% | . | 0.3% | .
CCN1CCN(C(c2cccs2)C(C)NC(=S)NC2CCCCC2)CC1 (stereo not drawn) | 2.0% | -12.2% | -3.9% | i | 30.3%
CCOP(=O)(c1ccc(N(C)C)cc1)C(O)c1c(Cl)cccc1Cl (stereo not drawn) | -7.0% | 14.2% | -5.3% | 2.2% | 19.8%
CN(C)S(=O)(=O)c1ccc(NC(=O)Cn2c(-c3ccccc3)noc2=O)cc1 | -5.0% | -2.9% | -9.1% | 0.6% | 24.1%
Cc1onc(-c2c(F)cccc2Cl)c1C(=O)Nc1cccc2nsnc12 | -10.4% | -22.6% | 5.4% | i | -0.7% | inhibitors of VEEV 10K pilot screen=6.8
CC(=O)C(C)n1c(CN(C)Cc2ccccc2)nc2c1c(=O)n(C)c(=O)n2C (stereo not drawn) | 5.4% | -7.6% | -0.2% | 0.4% | -3.8%
COC(=O)[C@]1(CC(C)C)N[C@H](c2ccc(-c3ccc(OC)cc3)cc2)[C@@H]2C(=O)N(C)C(=O)[C@@H]21 | 3.4% | -4.9% | 1.1% | i | 0.3% | inhibitors of VEEV 10K pilot screen=0.8
CCOCCCNC(=O)c1cc2c(=O)n3cccc(C)c3nc2s1 | -18.7% | 19.2% | 3.1% | 1.8% | 0.6%
CN1C(=O)/C(=C/c2ccco2)SC1=Nc1ccc(N2CCOCC2)cc1 | -2.9% | 17.1% | 3.5% | i | -0.4%
Cc1ccccc1NC(=O)Cc1nc(COC(=O)C(C)C)cs1 | -5.5% | 7.9% | -13.2% | 0.7% | 21.7%
CN(Cc1ccccc1)C(=O)c1ccc(NC(=O)C2CCCN(C(=O)OC(C)(C)C)C2)cc1 (stereo not drawn) | . | -7.4% | 9.9% | 4.9% | 31.8%
COCCNS(=O)(=O)c1ccc(-c2ccc(Cl)cc2)cc1 | 6.0% | 1.0% | 3.2% | i | 34.8%
CC(C)(C)c1ccc(S(=O)(=O)N2CCCC2C(=O)N2CCOCC2)cc1 (stereo not drawn) | -5.9% | . | 6.8% | i | -0.4%
CC1CCN(C(=O)COC(=O)c2ccc3c(c2)OCO3)CC1 | 0.0% | 7.2% | 4.4% | 1.2% | 46.8%
CC(C(=O)c1ccccc1)[n+]1cccc(Br)c1 (stereo not drawn) | 4.0% | -5.5% | 7.7% | 0.0% | -14.4%
Cc1cccc(OCC(=O)Nc2ccc3c(c2)OCCO3)c1 | -1.7% | 7.5% | 0.7% | 1.3% | 65.1%
CCC(C)(C)NC(=O)C(c1cccnc1)N(C(=O)c1csnn1)c1ccc(C)cc1 (stereo not drawn) | 3.4% | 1.9% | -3.0% | 1.1% | 0.3%
c1ccc(CCc2ccccc2-c2nc(-c3ccccn3)no2)cc1 | -1.9% | 8.5% | -2.3% | 0.9% | -12.0%
O=C(COC(=O)c1ccc(Cl)nc1)Nc1ncc(Cl)cc1Cl | -6.2% | 4.6% | -5.8% | 0.3% | 26.4%
